# HttQ103 aggreg: qHTS Multiplex Assay to Identify Dual Action Probes in a Cell Model of Huntington: Aggregate Formation (GFP); PC12 HttQ103-GFP aggregates, Acumen cytometry, 40 h; Potency, µM (highest dose often 46.1 µM), for the others: at the highest dose activity change, negative = inhibition, hits mostly inhibitors; 1.1% of 220,000 active; further: potency means the concentration at half of the fitted maximal effect; on the % scale 0 is the no-effect control and ±100 the full control effect; nearly all actives have a fitted effect of over 60% in size
#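 Multiplexed with ATP-based cell death, this channel scores GFP aggregates in PC12 cells expressing inducible HTTex1-Q103-GFP. Induction used 100 nM tebufenozide; compounds were tested in concentration series.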
# KinaseGlo FLuc: Counterscreen for Luciferase (Kinase-Glo TM) Inhibition | Luciferin 4-monooxygenase (Photuris pensylvanica), Q27757 | Kinase-Glo luciferase, ATP luminescence, 8 min | Potency, µM (titrated, usually from 38.3 µM), for the others: at the top dose activity change, negative = inhibition, hits mostly inhibitors | 0.28% of 200,000 active; further: potency means the concentration at half of the fitted maximal effect; on the % scale 0 is the no-effect control and ±100 the full control effect; nearly all actives have a fitted effect of over 60% in size
#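 Light output from Kinase-Glo luciferase with luciferin and 10 uM ATP in 50 mM imidazole pH 7.2, KCl, MgCl2, Tween 20, BSA; compound pin-delivered, 8-min ambient incubation, then luminescence read.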
# IMPase Li cell: qHTS Assay for Identifying the Cell-Membrane Permeable IMPase Inhibitors: Potentiation with Lithium; Potency, µM (series often up to 59.4 µM), without a hit: at the top dose activity, negative = IMPase inhibition, hits mostly inhibitors; 0.35% of 210,000 active; CHO-M1 cells, IP1 TR-FRET (IP-One), carbachol + lithium; AID 1457, 2008;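 further: IP1 builds up when IMPase is blocked and the TR-FRET signal falls; potency means the concentration at half of the fitted maximal effect; plate controls were basal vehicle for no effect and high inhibitor control for full effect; nearly all actives have a fitted effect of over 50% in size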
#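 Readout is a homogeneous TR-FRET IP1 immunoassay (Ex 320, Em 665 and 620), where raised cytosolic IP1 lowers signal. Cells were CHO-M1 treated 30 min at 37C with test compounds plus a little lithium; AC50 values came from Hill-equation fitting.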
# CBFb-RUNX1 inh: qHTS Assay for Compounds Blocking the Interaction Between CBF-beta and RUNX1 for the Treatment of Acute Myeloid Leukemia; Runt-related transcription factor 1 (Homo sapiens) + Core-binding factor subunit beta …; Potency, µM (top dose mostly 59.8 µM), for the others: at the highest dose activity, negative = inhibition, most hits filed as inhibitors; AlphaScreen CBFb-His/RUNX1-biotin binding, biochemical; 230,000 tested, under 10 active; further: % of control where 0% means no effect
# Target sequence (Q01196 whole entry, looked up): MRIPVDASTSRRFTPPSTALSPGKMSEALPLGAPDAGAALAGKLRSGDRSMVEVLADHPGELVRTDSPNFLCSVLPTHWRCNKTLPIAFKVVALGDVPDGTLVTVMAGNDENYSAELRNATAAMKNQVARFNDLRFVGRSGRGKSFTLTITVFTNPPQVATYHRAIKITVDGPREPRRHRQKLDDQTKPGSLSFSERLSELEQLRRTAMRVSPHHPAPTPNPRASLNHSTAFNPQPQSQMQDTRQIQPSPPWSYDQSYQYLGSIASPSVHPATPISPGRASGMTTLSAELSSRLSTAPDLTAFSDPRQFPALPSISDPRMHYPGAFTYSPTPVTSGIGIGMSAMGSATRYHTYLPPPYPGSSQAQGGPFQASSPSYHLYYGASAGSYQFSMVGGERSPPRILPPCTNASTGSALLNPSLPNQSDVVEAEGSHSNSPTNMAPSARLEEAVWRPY
# Target sequence (Q13951 whole entry, looked up): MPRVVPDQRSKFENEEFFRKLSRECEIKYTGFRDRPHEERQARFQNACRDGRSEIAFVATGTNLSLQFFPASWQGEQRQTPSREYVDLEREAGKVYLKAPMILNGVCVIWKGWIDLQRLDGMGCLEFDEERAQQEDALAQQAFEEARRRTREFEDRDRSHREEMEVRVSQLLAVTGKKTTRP
#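 CBFb-His/RUNX1-biotin, 30 nM each, preincubated 20 min RT; compound 15 min RT; Ni + streptavidin beads 50 ng each, 90 min RT; AlphaScreen read.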
# Lamin A splicing: qHTS Assay for Modulators of Lamin A Splicing. HeLa LMNA splicing GFP/RFP minigene ratio, 48 h. Potency, µM (doses to about 46.1 µM), inactives show top-dose ratio change, negative = inhibition, most hits filed as inhibitors. 0.01% of 200,000 active. AID 1487, 2009; active means well fitted inhibition curve with a large enough effect in the signal ratio, with a control signal flat, not every such curve was filed as active; inconclusive means small, poorly fitted or top-dose-only effect, or effect the other way, or a change in a side signal; the % refers to the signal ratio; further: potency means the concentration at half of the fitted maximal effect; on the % scale 0 is the no-effect control and ±100 the full control effect
#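 Read-out is the ratio of GFP to DsRed2 object intensity, acquired by 488 nm laser-scanning cytometry on HeLa lamin A-EGFP minigene reporter cells. Compound incubation 48 hrs at 37 °C in Opti-MEM with 2% FBS; DMSO 0.5% final.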
# HTT ATP protect: qHTS Multiplex Assay to Identify Dual Action Probes in a Cell Model of Huntington: Cytoprotection (ATP); PC12 HTT-Q103 induced, cytoprotection, ATP luminescence, 40 h; Potency, µM (doses to about 56.4 µM), for the others: cytoprotection (ATP increase), actives largely listed as activators; 0.14% of 230,000 active;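 further: potency means the concentration at half of the fitted maximal effect; % of control where 0% means no effect; nearly all actives have a fitted effect of over 45% in size; toxic huntingtin expression switched on by the ecdysone agonist tebufenozide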
#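 PC12 cells with ecdysone-inducible HTT exon 1 Q103-GFP, induced with 100 nM tebufenozide and co-treated with library compounds in a dose series (1536-well, 1500 cells/well). Cytoprotection read as ATP content by ATPlite luminescence.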
# SMN2 splice up: qHTS Assay for Enhancers of SMN2 Splice Variant Expression | HEK293 SMN2-luciferase splicing reporter, luminescence, 30-36 h | Potency, µM (series often up to 46.1 µM), for inactives: at the top dose activity change, positive = activation, actives largely listed as activators | 2.8% of 210,000 active; further: potency means the concentration at half of the fitted maximal effect; % of control where 0% means no effect; nearly all actives have a fitted effect of over 55% in size
#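 HEK293 cells carry an SMN2 […]–luciferase reporter in which exon 7 inclusion puts luciferase in frame. Cells were plated 10-12 h before compound addition, then incubated 30-36 h at 37C. ONE-Glo luminescence was read; sodium butyrate at 4.5 mM final served as control.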
# An asterisk follows results filed as active; ? = inconclusive; / = not tested or not shown; & = joins results of further samples; [ ] = remark or other dose. Unless noted, the call rests on the fitted dose curve; in most records, active means well fitted curve in the direction sought with a large enough effect; inconclusive means small, poorly fitted or top-dose-only effect, or another doubt; inactive means no such curve, though single readings can be large; an effect the other way counts as inactive or inconclusive.
1	O=C(Cn1ccc2ccccc2c1=O)Nc1ccc2c(c1)OCO2
2	O=C(CN1CCCC1)N/N=C/c1ccc(-c2cccc(Cl)c2)o1
3	COc1ccc(NC(=O)c2cccc(OC(=S)N3CCOCC3)c2)cc1
4	O=C(NCc1ccc2c(c1)OCO2)c1cccc(S(=O)(=O)N2CCCCC2)c1
5	Cc1cccc(NC(=O)c2cnn3ccccc23)c1C
6	CCOc1ccc2nc(Nc3nc(CSc4nnnn4-c4ccccc4)cc(=O)[nH]3)nc(C)c2c1
7	c1ccc2[nH]c(-c3ccnc4ccccc34)nc2c1
8	C#CCn1c(=NC(=O)c2ccc(S(=O)(=O)N3CCc4ccccc4C3)cc2)sc2cc(S(N)(=O)=O)ccc21
screen / no.,1,2,3,4,5,6,7,8
HttQ103 aggreg,14%,12%,-15%[9.22 µM],?,-17%[9.22 µM],-15%,-6%&-10%,10µM*
KinaseGlo FLuc,-3%,-2%,/,1%,/,2%,0%&-4%,3%
IMPase Li cell,?,4%[38.3 µM],/,-5%,/,33%[38.3 µM],-9%&0%[38.3 µM],?
CBFb-RUNX1 inh,-1%,5%,12%,-2%,4%,2%,3%&-4%,19%
Lamin A splicing,?,9%,/,?,/,-8%,-8%&-4%,?
HTT ATP protect,-20%[10 µM],-4%,-17%[10 µM],-13%[10 µM],-11%[10 µM],-1%,-16%,-36%[10 µM]
SMN2 splice up,-5%,-4%,/,-13%,/,-80%[inhibitor],?,-65%[inhibitor]

9	O=C(CSc1ccc2c(c1)OCCO2)NCC1CCCO1 (stereo not given)
10	Cc1ocnc1C(=O)Nc1ccc(Cl)cc1
11	O=C(Nc1nc2ccsc2c(=O)s1)c1ccc(F)cc1
12	CCOC(=O)c1ccccc1NC(=O)c1cc(S(=O)(=O)N2CCOCC2)ccc1F
13	O=C(CO/N=C/c1ccc(Cl)cc1Cl)NNC(=O)c1cccc(Cl)c1
14	O=C(NCc1ccc2c(c1)OCO2)C1CCCN(S(=O)(=O)c2cccs2)C1 (stereo not given)
15	CCOC(=O)c1c(C)n(C)c2ccc(O)c(CN(CC)CC)c12
16	Cc1ccc(S(=O)(=O)N2CCC(C(=O)N[C@H](C(=O)N3CCN(C)CC3)C(C)C)CC2)cc1
screen / no.,9,10,11,12,13,14,15,16
HttQ103 aggreg,-8%,10%,-12%[9.22 µM],5%,-6%[9.22 µM],14%,-7%,-9%
KinaseGlo FLuc,-4%,-8%,/,-3%,/,0%,15%,6%
IMPase Li cell,-13%[38.3 µM],-2%[38.3 µM],/,15%[38.3 µM],/,35%[38.3 µM],45%[activator][38.3 µM],7%[38.3 µM]
CBFb-RUNX1 inh,-5%,-1%,0%,10%,4%,11%,9%,-3%
Lamin A splicing,6%,-5%,/,-3%,/,-8%,0%,6%
HTT ATP protect,-16%,4%,-17%[10 µM],-1%[10 µM],6%[10 µM],-8%[10 µM],2%,-9%[0.074 µM]
SMN2 splice up,-11%,22%,/,?,/,3%,-28%,-10%

17	CCOC(=O)c1sc(NC(=O)Cc2ccc(C)cc2)nc1C
18	COc1cc2c(cc1NC(=O)/C=C/c1cc(OC)c(OC)c(OC)c1)oc1ccccc12
19	O=S(=O)(NCCC(c1ccc(F)cc1)c1ccco1)c1ccccc1 (stereo not given)
20	CCOC(=O)c1cnc2cc(C)nn2c1C
21	S=c1[nH]nc(COc2cccc3ccccc23)n1Cc1ccccc1
22	O=C(CN1CCN(S(=O)(=O)c2ccc(Br)cc2)CC1)N/N=C/c1cccnc1
23	CN(C)C=NC(=O)c1cc(C(=O)c2ccc(Cl)cc2)c[nH]1
24	Cc1ccc([N+](=O)[O-])cc1-c1ccc(/C=N/NC(=O)c2cc3c(ccc4ccccc43)o2)o1
screen / no.,17,18,19,20,21,22,23,24
HttQ103 aggreg,0%,?,?,1%,3%[9.22 µM],10%,?,-21%
KinaseGlo FLuc,1%,-2%,0%,19%,/,2%,0%,-2%
IMPase Li cell,15%,-5%,6%,11%[38.3 µM],/,-1%,5%,11%[38.3 µM]
CBFb-RUNX1 inh,4%,2%,3%,2%,4%,1%,-1%,1%
Lamin A splicing,?,-18%,-22%,3%,/,-15%,/,-6%
HTT ATP protect,-28%,24%[10 µM],-8%[10 µM],-21%,2%[10 µM],5%[10 µM],-27%[10 µM],-3%
SMN2 splice up,6%,-16%,-11%,-26%,/,-5%,10%,-12%

25	CCOc1ccc(NC(=O)c2ccc3snnc3c2)cc1
26	CC1CC(C)(C)Nc2ccc(OC(=O)c3ccco3)cc21 (stereo not given)
27	COc1ccc(OC)c(-c2nc(C)sc2CC(=O)O)c1
28	Cc1cccc(NC(=S)NNC(=O)c2csc3c2CCC(C)C3)c1 (stereo not given)
29	COc1ccc2c(C)cc(C)nc2n1
30	Cc1ccc(-c2nc3ccsc3c(=O)[nH]2)cc1
31	O=C(Nc1cccc(S(=O)(=O)NCc2ccco2)c1)c1cc(-c2ccc(F)cc2)nc2ccccc12
32	Cc1ccc(C)n1-c1ccccc1N1CCCCC1
screen / no.,25,26,27,28,29,30,31,32
HttQ103 aggreg,-13%,-26%[9.22 µM],-28%,?,19%[9.22 µM],8%,-28%,17%
KinaseGlo FLuc,0%,-3%,2%,-3%,-6%[7.66 µM],-16%,-1%,-2%
IMPase Li cell,4%,13%[38.3 µM],8%[38.3 µM],22%[38.3 µM],3%,-10%,6%,21%
CBFb-RUNX1 inh,-3%,-23%,3%,-6%,3%,4%,-23%,-4%
Lamin A splicing,-15%,-12%,-3%,?,/,/,?,3%[46 µM]
HTT ATP protect,-1%[10 µM],-109%[inhibitor],-19%[0.074 µM],-10%,-16%&11%[10 µM],-121%[inhibitor],21%[0.074 µM],10%[10 µM]
SMN2 splice up,?,/,4%,19%,-11%[9.22 µM],18µM*,-50%[inhibitor],2%

# 4 structures already listed, arranged by SMILES length, smallest number first:
5	Cc1cccc(NC(=O)c2cnn3ccccc23)c1C
30	Cc1ccc(-c2nc3ccsc3c(=O)[nH]2)cc1
15	CCOC(=O)c1c(C)n(C)c2ccc(O)c(CN(CC)CC)c12
3	COc1ccc(NC(=O)c2cccc(OC(=S)N3CCOCC3)c2)cc1
screen / no.,5,30,15,3
HttQ103 aggreg,-17%[9.22 µM],8%,-7%,-15%[9.22 µM]
KinaseGlo FLuc,/,-16%,15%,/
IMPase Li cell,/,-10%,45%[activator][38.3 µM],/
CBFb-RUNX1 inh,4%,4%,9%,12%
Lamin A splicing,/,/,0%,/
HTT ATP protect,-11%[10 µM],-121%[inhibitor],2%,-17%[10 µM]
SMN2 splice up,/,18µM*,-28%,/

# (listing goes on)
33	O=C1NC(c2ccccc2)Nc2c1sc(=S)n2-c1ccccc1 (stereo not given)
34	CC(CCOC1=NS(=O)(=O)c2ccccc21)NC(=O)C(=O)Nc1ccccc1 (stereo not given)
35	Cc1cccc(OCC(=O)Nc2cc(C)on2)c1
36	Cc1cccc(NC(=O)CCNS(=O)(=O)c2cccc3nonc23)c1C
37	Fc1ccc(C(CCCn2nnc(-c3cccnc3)n2)c2ccc(F)cc2)cc1
38	Cc1cccc(Cc2cnc(N3C(=N)SC(C)C3=O)s2)c1 (stereo not given)
39	Cc1c(C#N)c(SCC(N)=O)nc2c1CCCC2
40	CCN(CC)c1ccc(/C=N/N(c2ccccc2)c2ccccc2)c(O)c1
screen / no.,33,34,35,36,37,38,39,40
HttQ103 aggreg,?,9%[9.22 µM],-4%,20%,13µM*,22µM*,2%,?
KinaseGlo FLuc,1%,/,-2%,-1%,-2%,1%,-7%,0%
IMPase Li cell,7%,/,4%,1%,22%[38.3 µM],5%,-33%[38.3 µM],10%
CBFb-RUNX1 inh,-6%,-5%,0%,2%,26%,-15%,2%,-18%
Lamin A splicing,/,/,-13%,10%[46 µM],?,?,3%,-13%
HTT ATP protect,-1%,0%[10 µM],-2%[10 µM],-10%,-92%[inhibitor],-84%[inhibitor],9%[10 µM],-3%[10 µM]
SMN2 splice up,-15%,/,-5%,-11%,/,-27%,4%,-10%

41	CC1=C(C(=O)OCc2ccccc2)C(c2ccc(C(C)(C)C)cc2)NC(=O)N1CCCCCC(=O)O (stereo not given)
42	CC1(C(=O)NC2CCCCCCC2)CCC(=O)N1Cc1cccnc1 (stereo not given)
43	Cc1cc(Br)cc(Cl)c1OCC(=O)NC(=O)NCc1ccccc1
44	O=C(Cc1ccc2c(c1)OCCO2)N1CCN(S(=O)(=O)c2ccccc2C(F)(F)F)CC1
45	CN1c2ccccc2N(C)C1(C)c1cccc2ccccc12
46	CSc1ccc(CCNC(=O)c2cc(C)nn2-c2ccccc2)cc1
47	Cc1cc(N(CC(=O)O)S(C)(=O)=O)ccc1Br
48	CC(C)(C)c1cc(-c2ccccc2)no1
49	COc1cc(/C=C/C(=O)NCCn2c(C)cc3ccccc32)cc(OC)c1OC
50	COC(=O)CCC(C)C1CCC2C3C(O)C[C@@H]4CC(O)CC[C@@]4(C)C3CC(O)[C@]12C (stereo not given in full)
51	COCCn1c(SCC(=O)NCCc2ccc(OC)c(OC)c2)nc2c([nH]c3ccccc32)c1=O
screen / no.,41,42,43,44,45,46,47,48,49,50,51
HttQ103 aggreg,?,20%,-2%,-25%,-31%,-4%[9.22 µM],-11%,20%[9.22 µM],19%,/,-24%
KinaseGlo FLuc,1%&-1%,6%,0%,3%,3%,/,2%,/,1%,2%,4%
IMPase Li cell,15%&3%,-23%[38.3 µM],-3%,5%,19%,/,-6%[38.3 µM],/,5%,-4%,-2%
CBFb-RUNX1 inh,-1%[2.36 µM],1%,12%,-5%,-2%,2%,-1%,12%,4%[2.36 µM],/,-7%
Lamin A splicing,-1%,-1%,-10%,?,-12%,/,-8%,/,?,-4%,/
HTT ATP protect,-5%,2%[0.074 µM],2%[10 µM],-4%[10 µM],-8%[1.9 µM],-12%[10 µM],-4%[0.074 µM],10%[10 µM],/,/,-2%
SMN2 splice up,-16%&-13%,6%,11%,-18%,-13%,/,6%,/,-10%,-17%,-2%
